CaV13 FRET inh: Disruptors of the CACNA1D IQ motif to Ca2+-dependent inactivation inhibitor domain association, primary screening, Förster resonance energy transfer in intact living …; HEK cells, CFP/YFP FRET ICDI-IQ, plate reader, 10 min; percent FRET-ratio fall versus neutral wells; inhibition, % at 12.3 µM; 0.098% of 340,000 active; AID 743397;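 active = mean replicate inhibition of at least 30% and at least 1% of replicates passing that level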;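 note: 0% = median of the neutral control wells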
m5-HT2A agonist: mouse Htr2a agonists via beta-arrestin recruitment, primary screen, cell-based, luminescence. activation, % at 7.6 µM. CHO-K1 mHTR2A beta-arrestin complementation; percent of 30 µM serotonin response. 0.66% of 360,000 active. AID 624169, 2012;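 active = activation above a run cutoff, the mean activation of all tested compounds plus 3 SD, cut at about 14% in these data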;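 note: 0% = plate median of compound wells and 100% = 30 µM serotonin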
Target sequence (P35363 whole entry, looked up): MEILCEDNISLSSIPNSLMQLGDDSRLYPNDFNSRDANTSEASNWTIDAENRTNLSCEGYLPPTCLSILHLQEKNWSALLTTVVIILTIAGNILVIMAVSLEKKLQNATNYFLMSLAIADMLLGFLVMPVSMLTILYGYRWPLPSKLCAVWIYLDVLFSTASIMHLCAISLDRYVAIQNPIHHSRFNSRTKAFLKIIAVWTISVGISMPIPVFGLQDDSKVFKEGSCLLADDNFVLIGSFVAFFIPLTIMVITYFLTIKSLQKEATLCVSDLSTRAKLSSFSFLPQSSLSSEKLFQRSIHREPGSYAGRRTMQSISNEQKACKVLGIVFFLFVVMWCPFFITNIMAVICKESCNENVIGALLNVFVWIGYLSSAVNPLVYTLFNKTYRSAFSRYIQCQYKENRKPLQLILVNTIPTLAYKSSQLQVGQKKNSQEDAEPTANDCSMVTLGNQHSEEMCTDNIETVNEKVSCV
aDG glyco up: activators of alpha-DG glycosylation, primary screen, uHTS, Pro5-aDG cells, AlphaScreen; alpha-DG glycosylation AlphaScreen (IIH6); 0% Pro5, 100% B10-LARGE cell signal; activation, % at 10 µM; 0.22% of 360,000 active;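 active = activation of at least 8% versus controls, or a plate z-score of at least 8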;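 note: Pro5 are CHO cells carrying HIG-tagged alpha-DG that lacks glycosylation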
An asterisk follows results filed as active. These rows are one share of the data; count on the stated rates, not on these rows.

Second line of a record: CaV13 FRET inh	m5-HT2A agonist	aDG glyco up
1	COC(=O)C[C@H]1CC[C@@H](NS(=O)(=O)c2ccc(C)cc2)[C@@H](CO)O1
  -7	8	-0.1
2	Cc1ccc(S(=O)(=O)N2C(c3cccc(Cl)c3)CC=C(C(=O)O)C2c2cccc(Cl)c2)cc1 (stereo unspecified)
  -12	4	-0.3
3	CCCCNC(=O)C1C(c2ccc(OC)cc2)=Nc2ccccc2N1C(=O)c1cccnc1 (stereo unspecified)
  -11	-2	0.6
4	N#Cc1cccc(C(=O)C(=O)N2CCC(Cc3ccccc3)CC2)c1
  -5	-4	-0.1
5	Cc1cc(C)c(NC(=O)C2C(=O)Nc3ccccc3C(=O)N2C(C)(C)C)c(C)c1 (stereo unspecified)
  -8	-5	0.2
6	CC(C)CCN1C(=O)CSCC1(C)C(=O)Nc1ccc2c(c1)OCCO2 (stereo unspecified)
  -13	1	-0.1
7	CC(C)NC(=O)C1(C)CN(S(C)(=O)=O)CC(=O)N1CCc1ccccc1 (stereo unspecified)
  -15	-1	-0.3
8	O=C1C=C(OCCCl)CC(c2cccc(Cl)c2)O1 (stereo unspecified)
  -6	0	-0.2
9	CCCCNC(=O)C[C@@H]1C[C@@]2(C(=O)OC)CC(C)(C)CC=C2N(Cc2ccc3c(c2)OCO3)C1=O
  -9	-2	0.2
10	COC(=O)C[C@@H]1CC[C@H](NC(=O)c2ccccc2)[C@@H](CO)O1
  -4	1	-0.1

Second line of a record: CaV13 FRET inh	m5-HT2A agonist	aDG glyco up
11	O=C(NCC[C@H]1CC[C@@H](NC(=O)C2CCC2)[C@@H](CO)O1)c1cc(Cl)cc(Cl)c1
  -4	3	-0.1
12	Cc1ccc(S(=O)(=O)N2CC3C(=O)C[C@@H](c4ccccc4Cl)N(S(=O)(=O)c4ccc(C)cc4)C3CC2c2ccccc2)cc1 (stereo partly specified)
  -6	-3	-0.2
13	COC(=O)[C@@]12C[C@@H](CC(=O)NCc3cccs3)C(=O)N(Cc3ccco3)C1=CCC(C)(C)C2
  -10	-4	0.4
14	N#Cc1cccc(C(=O)C(=O)N2CCCN(Cc3ccc(F)cc3)CC2)c1
  -5	2	-0.4
15	COc1ccc(C(C(=O)NC(C)(C)C)n2c(-c3ccc(C(F)(F)F)cc3)nc3ccccc32)cc1 (stereo unspecified)
  -9	1	0.4
16	CC(C)NC(=O)C1C(c2ccc(C(F)(F)F)cc2)=Nc2ccccc2N1C(=O)c1cccc2ccccc12 (stereo unspecified)
  -10	-2	-0.1
17	Cc1cccc(C)c1NC(=O)C1(C)CSCC(=O)N1CCOc1ccccc1 (stereo unspecified)
  -6	2	-0.3
18	Nc1sc(-c2ccccc2)cc1C(=O)N1CCN(c2ccccc2)CC1
  -10	-4	-0.1
19	O=C(NCc1ccccc1)C(C1CC1)n1c(=O)c(-c2cc3ccccc3[nH]2)nc2ccccc21 (stereo unspecified)
  -1	15*	0.9
20	Cc1ccc(S(=O)(=O)N2[C@@H](CO)CO[C@H]2CC(=O)c2ccc(F)cc2)cc1
  -15	-4	0.2

Second line of a record: CaV13 FRET inh	m5-HT2A agonist	aDG glyco up
21	CCCCCNC(=O)C(c1cc2ccccc2o1)n1c(=O)c(-c2ccco2)nc2ccccc21 (stereo unspecified)
  -11	-2	0.1
22	CC(C)NC(=O)C1C(c2ccc(C(F)(F)F)cc2)=Nc2ccccc2N1C(=O)c1cc2ccccc2[nH]1 (stereo unspecified)
  -10	-5	0.3
23	O=S(=O)(N[C@@H]1CC[C@H](CCNS(=O)(=O)c2ccccc2Cl)O[C@@H]1CO)c1ccccc1
  -5	1	-0.1
24	CCCCNC(=O)c1nc(C2CCN(S(=O)(=O)c3c(OC)cccc3OC)CC2)oc1-c1ccccc1
  -8	-7	-0.3
25	CC(C)(C)NC(=O)C(c1ccncc1)n1c(=O)c(-c2ccccc2)nc2ccccc21 (stereo unspecified)
  -9	5	-0.1
26	COC(=O)C1=CN(c2ccc(C(C)(C)C)cc2)C(N)=C(C#N)C1c1ccc(OC)cc1 (stereo unspecified)
  -10	0	0.0
27	Cc1nc2ccc(C(=O)N3c4ccccc4N=C(c4ccc(C(F)(F)F)cc4)C3C(=O)NC(C)(C)C)cc2[nH]1 (stereo unspecified)
  -9	-5	-0.1
28	COC(=O)C1(C(=O)OC)C2CCCCC2N(S(=O)(=O)c2ccc(C)cc2)[C@@H]1CC(C)=O (stereo partly specified)
  -6	0	0.2
29	CN1C(=O)C(c2cn(C)c3ccccc23)(c2cn(C)c3ccccc23)c2cc(F)ccc21
  -7	-2	-0.5
30	CC(C)(C)NC(=O)C(C1CC1)n1c(=O)c(-c2ccco2)nc2ccccc21 (stereo unspecified)
  -8	7	0.0

Individual results from the entries so far:
In CaV13 FRET inh, compound 10 is listed with -4
In CaV13 FRET inh, compound 22 is listed with -10

Next section
Second line of a record: CaV13 FRET inh	m5-HT2A agonist	aDG glyco up
31	CCCCCCCCN1C(=O)[C@H](CC(=O)NCCCN2CCCC2=O)C[C@@]2(C(=O)OC)CC(C)(C)CC=C12
  -9	-4	0.2
32	CCCCCCCCN1C(=O)[C@H](CC(=O)NCCCCc2ccccc2)C[C@@]2(C(=O)OC)CC(C)(C)CC=C12
  -15	-3	0.1
33	CC(C)(C)NC(=O)C(c1cccc2ccccc12)n1c(=O)c(-c2ccccc2)nc2ccccc21 (stereo unspecified)
  -14	10	-0.6
34	CN1CCN(C(=O)C[C@@H]2CC[C@@H]3[C@H](COC[C@@H](O)CN3Cc3cccc(Cl)c3)O2)CC1
  -4	-7	0.1
35	CN(C)C(=O)C[C@@H]1CC[C@@H](NC(=O)C2CCC2)[C@@H](CO)O1
  -7	0	0.1
36	Cc1cccc(C)c1NC(=O)C(c1ccccc1)N1CCC(c2ccccc2)CC1 (stereo unspecified)
  -3	-2	0.5
37	COCCCNC(=O)C[C@@H]1C[C@@]2(C(=O)OC)CC(C)(C)CC=C2N(Cc2ccccc2)C1=O
  -14	3	-0.1
38	CCCCNC(=O)C(NC(=O)Cc1cc(C(F)(F)F)cc(C(F)(F)F)c1)C(=O)c1ccccc1 (stereo unspecified)
  -8	4	0.1
39	CSCc1cc(C(=O)NC2CC2)c(N)s1
  -10	2	0.2
40	O=C(NC1CCCC1)N[C@@H]1CC[C@@H](CC(=O)N2CCOCC2)O[C@@H]1CO
  -3	8	0.0

6 entries from above, with the structure last:
No.	CaV13 FRET inh	m5-HT2A agonist	aDG glyco up	mol
34	-4	-7	0.1	CN1CCN(C(=O)C[C@@H]2CC[C@@H]3[C@H](COC[C@@H](O)CN3Cc3cccc(Cl)c3)O2)CC1
38	-8	4	0.1	CCCCNC(=O)C(NC(=O)Cc1cc(C(F)(F)F)cc(C(F)(F)F)c1)C(=O)c1ccccc1 (stereo unspecified)
31	-9	-4	0.2	CCCCCCCCN1C(=O)[C@H](CC(=O)NCCCN2CCCC2=O)C[C@@]2(C(=O)OC)CC(C)(C)CC=C12
36	-3	-2	0.5	Cc1cccc(C)c1NC(=O)C(c1ccccc1)N1CCC(c2ccccc2)CC1 (stereo unspecified)
33	-14	10	-0.6	CC(C)(C)NC(=O)C(c1cccc2ccccc12)n1c(=O)c(-c2ccccc2)nc2ccccc21 (stereo unspecified)
32	-15	-3	0.1	CCCCCCCCN1C(=O)[C@H](CC(=O)NCCCCc2ccccc2)C[C@@]2(C(=O)OC)CC(C)(C)CC=C12

Following part
Second line of a record: CaV13 FRET inh	m5-HT2A agonist	aDG glyco up
41	CCc1c(-c2ccc(Cl)cc2)ncn1Cc1cccc(-c2ccccc2)c1
  -11	-5	0.2
42	CCOC(=O)N1CCN(C(C(=O)NC2CCCC2)c2cccc(OC)c2OC)CC1 (stereo unspecified)
  -8	1	0.2
43	CC(C(=O)NC1CCCC1)n1c(C2CC2)nc2ccccc21 (stereo unspecified)
  -8	1	0.1
44	COc1ccc(CN2C(=O)CCC2(C)c2nnnn2C2CCCCC2)cc1 (stereo unspecified)
  -7	0	0.2
45	O=C1c2c(-c3ccc(Br)cc3)noc2CCN1Cc1cn(Cc2cccnc2)nn1
  -12	10	-0.1
46	COC(=O)C1=CN(c2c(C)cc(C)cc2C)C(N)=C(C#N)C1c1cccc(F)c1 (stereo unspecified)
  -8	7	-0.2
47	COC1=CC(=O)OC(c2cccc(Cl)c2)C1 (stereo unspecified)
  -7	3	0.0
48	O=C1Nc2ccccc2-c2nnnn2C1N1CCC(Cc2ccccc2)CC1 (stereo unspecified)
  -7	0	0.2
49	O=C(NC1CCCC1)C1C(c2ccc(C(F)(F)F)cc2)=Nc2ccccc2N1C(=O)c1cc2ccccc2[nH]1 (stereo unspecified)
  -11	-4	-0.1
50	CCCNC(=O)N1C[C@H](O)COC[C@@H]2O[C@@H](CC(=O)NCCCN3CCOCC3)CC[C@H]21
  -6	-2	-0.1

Looked up by compound from the entries so far (2):
Second line of a record: CaV13 FRET inh	m5-HT2A agonist	aDG glyco up
45	O=C1c2c(-c3ccc(Br)cc3)noc2CCN1Cc1cn(Cc2cccnc2)nn1
  -12	10	-0.1
44	COc1ccc(CN2C(=O)CCC2(C)c2nnnn2C2CCCCC2)cc1 (stereo unspecified)
  -7	0	0.2

Later entries.
Second line of a record: CaV13 FRET inh	m5-HT2A agonist	aDG glyco up
51	O=C1c2c(-c3ccc(Br)cc3)noc2CCN1Cc1cn(C2CCCC2)nn1
  -16	1	0.0
52	COP(=O)(OC)OC(C(=O)c1ccccc1)c1ccccc1 (stereo unspecified)
  -8	0	0.1
53	COC(=O)C1=CN(c2c(C)cc(C)cc2C)C(N)=C(C#N)C1c1ccccc1 (stereo unspecified)
  -9	-4	0.1
54	COc1ccc(C(C(=O)NCc2ccccc2)n2c(=O)c(-c3ccco3)nc3ccccc32)cc1 (stereo unspecified)
  -10	2	-0.2
55	CCCCCCCCN1C(=O)[C@H](CC(=O)NCc2cccc(C(F)(F)F)c2)C[C@@]2(C(=O)OCC)CCC=C12
  -8	-3	-0.1
56	CCOC(=O)/C=C/c1cccc(C)c1O
  -11	0	0.0
57	O=C(N[C@H]1C=C[C@H](CC(=O)N2CCCCC2)O[C@@H]1CO)c1cccc(F)c1
  -4	-1	-0.1
58	CCOC(=O)[C@]12CCCC=C1N(Cc1ccccc1)C(=O)[C@H](CC(=O)NCc1cccc(C(F)(F)F)c1)C2
  -4	-3	0.2
59	COC1=CC(=O)OC(c2ccc(C#N)cc2)C1 (stereo unspecified)
  -10	-1	0.3
60	CC(C)NC(=O)N[C@H]1CC[C@H](CC(=O)NCc2ccc(Oc3ccccc3)cc2)O[C@@H]1CO
  -7	15*	0.6

Second line of a record: CaV13 FRET inh	m5-HT2A agonist	aDG glyco up
61	COC(=O)C[C@@H]1CC[C@@H](NC(=O)c2ccccc2F)[C@@H](CO)O1
  -4	-4	0.0
62	CSCCC(c1nc2ccccc2[nH]1)n1c(-c2ccc3ncccc3c2)nc2ccccc21 (stereo unspecified)
  -9	2	0.1
63	O=C(C[C@H]1CC[C@@H](NC(=O)c2ccncc2)[C@@H](CO)O1)NCC1CC1
  -5	4	0.1
64	Cn1cc([C@]2(O)C(=O)N(c3ccccc3)c3ccccc32)c2ccccc21
  -6	-1	0.0
65	Cc1cccc(C)c1NC(=O)C(c1ccccc1F)n1c(=O)c(-c2cc3ccccc3[nH]2)nc2ccccc21 (stereo unspecified)
  -22	4	1.9
66	COC(=O)C1=CN(c2ccc(C(C)(C)C)cc2)C(N)=C(C#N)C1c1cccc([N+](=O)[O-])c1 (stereo unspecified)
  -11	-1	-0.2
67	Cc1cccc(C)c1NC(=O)C1(C)CSCC(=O)N1CCCn1ccnc1 (stereo unspecified)
  -8	3	-0.1
68	COc1ccc(C(=O)C(=O)N2CCC(Cc3ccccc3)CC2)cc1OC
  -4	-3	0.1
69	CSCCC(C(=O)NC(C)(C)C)n1c(-c2ccccc2)nc2ccccc21 (stereo unspecified)
  -4	-1	0.1
70	CCC(=O)N[C@@H]1C=C[C@@H](CC(=O)NCc2ccccc2F)O[C@@H]1CO
  -4	7	0.2

Second line of a record: CaV13 FRET inh	m5-HT2A agonist	aDG glyco up
71	Cc1cccc(C)c1NC(=O)C(c1ccc(-c2ccccc2)cc1)n1c(=O)c(-c2ccco2)nc2ccccc21 (stereo unspecified)
  -6	-1	-0.1
72	COC(=O)CC1N(S(=O)(=O)c2ccc(C)cc2)c2ccccc2C1(C(=O)OC)C(=O)OC (stereo unspecified)
  -8	-4	2.0
73	Nc1nc2ccc(Cl)cc2cc1C(=O)NCCc1ccc(Cl)cc1Cl
  -19	7	0.0
74	COC(=O)C[C@H]1C=C[C@@H](NS(=O)(=O)c2ccc(C)cc2)[C@@H](CO)O1
  -15	2	0.2
75	CC1(C(=O)Nc2ccc3c(c2)OCCO3)CSCC(=O)N1C1CCN(Cc2ccccc2)CC1 (stereo unspecified)
  -9	1	1.0
76	CC(C)(C)NC(=O)C(c1ccccc1)n1c(=O)c(-c2ccccc2)nc2ccccc21 (stereo unspecified)
  -4	6	-0.2
77	C#CCNC(=O)c1cc(-c2ccccc2)sc1N
  -19	-1	0.0
78	O=C(Cc1cc(C(F)(F)F)cc(C(F)(F)F)c1)Nc1c(-c2ccccc2)[nH][nH]c1=O
  -5	28*	2.7
79	O=C(Nc1ccc(F)cc1)C(c1cccc(F)c1)N1CCN(Cc2c(F)cccc2Cl)CC1 (stereo unspecified)
  -15	-4	0.0

Compound profiles, as listed above. Order of screens: CaV13 FRET inh	m5-HT2A agonist	aDG glyco up
`O=C(Nc1ccc(F)cc1)C(c1cccc(F)c1)N1CCN(Cc2c(F)cccc2Cl)CC1` (stereo unspecified) is listed with -15	-4	0.0
`O=C(Cc1cc(C(F)(F)F)cc(C(F)(F)F)c1)Nc1c(-c2ccccc2)[nH][nH]c1=O` is listed with -5	28*	2.7
